Source: PubChem (The Scripps Research Institute Molecular Screening Center)
PME-1 primary – PME-1 inhibitors via competitive probe labeling, primary screen, biochemical, fluorescence polarization, FP-Rh probe, HTS. recombinant PME-1. inhibition, % at 5.9 µM. 320,000 compounds, 0.53% hits;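 active = inhibition above the campaign mean of all compounds plus 3 SD, cut at about 26% in these data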;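 note: competitive labeling of PME-1 active site by serine hydrolase directed probe; 0% = PME-1 with DMSO and 100% = wells lacking PME-1 enzyme; inhibitors block probe labeling so polarization falls and inhibition rises; many of its hits are not listed in these tables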
Target sequence (Q9Y570 whole entry, looked up): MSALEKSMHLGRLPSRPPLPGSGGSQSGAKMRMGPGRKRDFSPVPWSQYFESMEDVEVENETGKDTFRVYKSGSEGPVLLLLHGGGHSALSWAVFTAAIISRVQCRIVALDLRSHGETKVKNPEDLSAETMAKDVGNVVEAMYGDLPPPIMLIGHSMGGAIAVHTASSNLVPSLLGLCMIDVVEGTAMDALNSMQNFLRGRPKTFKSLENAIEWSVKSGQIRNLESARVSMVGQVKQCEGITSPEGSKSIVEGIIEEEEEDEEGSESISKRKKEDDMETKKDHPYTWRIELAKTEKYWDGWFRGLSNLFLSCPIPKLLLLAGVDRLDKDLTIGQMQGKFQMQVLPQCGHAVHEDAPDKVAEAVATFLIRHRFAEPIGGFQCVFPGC
LYPLA1 inh – LYPLA1 inhibitors, primary screen, counter-screen for PME1 inhibitor project, biochemical, fluorescence polarization, FP-Rh probe ABPP | Acyl-protein thioesterase 1 (Homo sapiens), O75608 | recombinant LYPLA1 | inhibition, % at 5.9 µM | 320,000 compounds, 0.16% hits | AID 2174, 2009;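 active = inhibition above the mean of all tested compounds plus 3 SD, set per campaign, cut at about 14% in these data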;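 note: inhibitors block serine hydrolase probe labeling of LYPLA1 so polarization falls; 0% = enzyme with DMSO and 100% = wells lacking LYPLA1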
Target sequence (O75608 whole entry, looked up): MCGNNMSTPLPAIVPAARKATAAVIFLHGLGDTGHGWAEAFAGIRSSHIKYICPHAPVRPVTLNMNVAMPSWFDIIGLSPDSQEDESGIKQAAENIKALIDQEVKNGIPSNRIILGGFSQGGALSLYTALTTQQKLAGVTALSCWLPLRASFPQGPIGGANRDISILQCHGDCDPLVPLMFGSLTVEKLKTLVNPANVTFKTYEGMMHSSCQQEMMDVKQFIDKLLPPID
PAFAH1B3 FP inh – PAFAH1B3 enzyme inhibitors, primary screen, biochemical, fluorescence polarization, human. recombinant PAFAH1B3, FP-rhodamine probe. Platelet-activating factor acetylhydrolase IB subunit alpha1 (Homo sapiens), Q15102. 340,000 compounds, 0.28% hits. inhibition, % at 3.39 µM;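 active = inhibition above the screen-wide average of all tested compounds plus 3 SD, cut at about 25% in these data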;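 note: 0% = enzyme with DMSO only and 100% = wells lacking PAFAH1B3 protein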
Target sequence (Q15102 whole entry, looked up): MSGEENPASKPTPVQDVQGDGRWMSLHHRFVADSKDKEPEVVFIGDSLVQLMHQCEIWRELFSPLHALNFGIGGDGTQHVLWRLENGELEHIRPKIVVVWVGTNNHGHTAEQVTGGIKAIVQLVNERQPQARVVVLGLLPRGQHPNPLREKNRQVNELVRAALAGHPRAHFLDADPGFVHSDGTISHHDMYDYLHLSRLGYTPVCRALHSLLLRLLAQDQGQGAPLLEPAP
PAFAH2 FP inh – PAFAH2 enzyme inhibitors, primary screen, biochemical, fluorescence polarization, human; Platelet-activating factor acetylhydrolase 2, cytoplasmic (Homo sapiens), Q99487; recombinant PAFAH2, FP-rhodamine activity probe; inhibition, % at 3.39 µM; 340,000 compounds, 0.99% hits;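 active = inhibition above the mean over all tested compounds plus 3 SD, cut at about 30% in these data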;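 note: inhibitors block probe labeling of enzyme so polarization drops; 0% = enzyme with DMSO and 100% = wells lacking PAFAH2 protein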
PAFAH1B2 FP inh – PAFAH1B2 enzyme inhibitors, primary screen, biochemical, fluorescence polarization, human. Platelet-activating factor acetylhydrolase IB subunit alpha2 (Homo sapiens), P68402. recombinant PAFAH1B2, FP-rhodamine activity probe. inhibition, % at 3.39 µM. 340,000 compounds, 1.2% hits. AID 492953, 2010;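 active = inhibition above the mean of all tested compounds plus 3 SD, cut at about 24% in these data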;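 note: 0% = enzyme with DMSO and 100% = wells lacking PAFAH1B2; many of its hits are not listed in these tables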
GSTO1 inh – inhibitors of recombinant GSTO1, primary screen, counter-screen for RBBP9 inhibitor project, biochemical, fluorescence polarization; Glutathione S-transferase omega-1 (Homo sapiens), P78417; activity-based probe fluorescence polarization; inhibition, % at 5.96 µM; 300,000 compounds, 1.1% hits; AID 1974, 2009;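 active = inhibition above the campaign mean inhibition plus 3 SD, cut at about 35% in these data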;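 note: 0% = GSTO1-1 with DMSO and 100% = wells lacking GSTO1-1 enzyme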
LYPLA2 inh – LYPLA2 inhibitors, primary screen, counter-screen for PME1 inhibitor project, biochemical, fluorescence polarization, FP-Rh probe ABPP; Acyl-protein thioesterase 2 (Homo sapiens), O95372; recombinant LYPLA2; inhibition, % at 5.9 µM; 320,000 compounds, 0.38% hits; AID 2177, 2009;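 active = inhibition above the screen-wide mean plus 3 SD, limit set per campaign, cut at about 26% in these data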;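 note: 0% = LYPLA2 with DMSO and 100% = wells lacking LYPLA2 enzyme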
Target sequence (O95372 whole entry, looked up): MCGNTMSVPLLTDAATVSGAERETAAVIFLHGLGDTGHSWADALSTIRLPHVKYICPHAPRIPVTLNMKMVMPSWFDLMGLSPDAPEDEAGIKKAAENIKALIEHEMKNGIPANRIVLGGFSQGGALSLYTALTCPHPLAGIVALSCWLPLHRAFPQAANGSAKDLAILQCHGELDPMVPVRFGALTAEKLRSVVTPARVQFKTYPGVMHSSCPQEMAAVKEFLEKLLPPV
pPAFAH inh – pPAFAH enzyme inhibitors, primary screen, biochemical, fluorescence polarization, human | recombinant pPAFAH, FP-rhodamine probe fluorescence polarization | Platelet-activating factor acetylhydrolase (Homo sapiens), Q13093 | inhibition, % at 3.39 µM | 330,000 compounds, 1.5% hits;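 active = inhibition above the mean inhibition across the screen plus 3 SD, cut at about 25% in these data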;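 note: inhibitors block binding of the rhodamine activity-based probe so polarization drops; 0% = enzyme with DMSO and 100% = wells lacking pPAFAH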
PAD4 inh – human PAD4 inhibitors, primary screen, biochemical, fluorescence polarization, 1536-well format. Protein-arginine deiminase type-4 (Homo sapiens), Q9UM07. 330,000 compounds, 0.41% hits. inhibition, % at 6.36 µM. recombinant PAD4, RCA probe fluorescence polarization;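 active = percent inhibition above a cutoff equal to the mean of all tested compounds plus 3 SD, cut at about 15% in these data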;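 note: 0% = PAD4 with RCA probe and DMSO and 100% = probe without PAD4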
* hit, by the source's call; . = no result given. An excerpt; rates above refer to the full screens.

SMILES	PME-1 primary	LYPLA1 inh	PAFAH1B3 FP inh	PAFAH2 FP inh	PAFAH1B2 FP inh	GSTO1 inh	LYPLA2 inh	pPAFAH inh	PAD4 inh
O=C(CN1C(=O)CSc2cc(S(=O)(=O)N3CCCCCC3)ccc21)NCCc1ccccc1	7	2	1	10	9	4	3	5	0
O=C(N/C(=C/c1cccs1)C(=O)N1CCOCC1)c1ccccc1	-3	0	1	-3	1	2	12	2	-2
CC(CCc1ccccc1)NC(=O)COC(=O)c1cccn1C (stereo not given)	3	0	3	21	3	.	2	6	-4
O=C(C1CCCN(S(=O)(=O)c2cnc[nH]2)C1)N1CC(=O)N(CCc2ccccc2)C(=O)C1 (stereo not given)	-2	2	3	2	6	-1	3	7	1
CC(=O)C1CCCN(C(=O)c2ccc3nc(Cc4cccc(Cl)c4)oc3c2)C1 (stereo not given)	3	6	7	0	1	-2	12	21	-2
CN1C(=O)N(C)C(c2cccc([N+](=O)[O-])c2)C2=C1CCCC2=O (stereo not given)	-4	-2	1	-1	3	1	-3	1	-3
CC(C)CN(C(=O)CN1C(=O)C2CCCCC2C1=O)c1c(N)n(Cc2ccccc2)c(=O)[nH]c1=O (stereo not given)	9	-2	4	0	-2	2	8	5	0
CC(C)C(Nc1ccc(C(F)(F)F)cc1[N+](=O)[O-])C(=O)O (stereo not given)	-3	-4	-2	-4	6	-9	-3	8	3
COc1cc(OC)c(NC(=O)CN(C)S(=O)(=O)c2ccc3[nH]c(=O)oc3c2)cc1Cl	7	0	9	10	2	-6	7	4	0
COCCN(C(=O)COC(=O)C1CC1C)c1c(N)n(Cc2ccccc2)c(=O)[nH]c1=O (stereo not given)	-2	0	0	5	6	7	3	4	-5
CCN1C(=O)/C(=C/c2nc3ccccc3c(=O)n2-c2ccccc2)c2ccccc21	2	5	11	4	2	10	10	7	5
O=C(O)C1CSC(c2ccco2)N1 (stereo not given)	0	2	9	32*	4	3	6	1	4
CCOC(=O)C1=C(Nc2ccccc2)CC(C)(O)C(C(=O)OCC)C1c1ccc(Br)cc1 (stereo not given)	-1	-1	5	5	1	-1	2	6	1
CC(=O)c1ccc(N2CCN(C(=O)C3CCCN(S(=O)(=O)c4cnc[nH]4)C3)CC2)cc1 (stereo not given)	-6	1	0	0	-3	-5	1	2	-4
O=C(CN1CCN(c2ccc(F)cc2)CC1)Nc1nccs1	1	-4	5	5	5	0	-6	4	1

Ordered by SMILES length (largest number first): part of the list above
SMILES	PME-1 primary	LYPLA1 inh	PAFAH1B3 FP inh	PAFAH2 FP inh	PAFAH1B2 FP inh	GSTO1 inh	LYPLA2 inh	pPAFAH inh	PAD4 inh
O=C(C1CCCN(S(=O)(=O)c2cnc[nH]2)C1)N1CC(=O)N(CCc2ccccc2)C(=O)C1 (stereo not given)	-2	2	3	2	6	-1	3	7	1
O=C(CN1C(=O)CSc2cc(S(=O)(=O)N3CCCCCC3)ccc21)NCCc1ccccc1	7	2	1	10	9	4	3	5	0
O=C(O)C1CSC(c2ccco2)N1 (stereo not given)	0	2	9	32*	4	3	6	1	4

Additional compounds follow.
SMILES	PME-1 primary	LYPLA1 inh	PAFAH1B3 FP inh	PAFAH2 FP inh	PAFAH1B2 FP inh	GSTO1 inh	LYPLA2 inh	pPAFAH inh	PAD4 inh
Cc1ccc(Nc2nc(N)c([N+](=O)[O-])c(NCCO)n2)cc1C	-1	1	4	-2	-7	7	4	8	0
COCCNC(=O)C(c1ccc(F)cc1)N(C(=O)CCC(=O)Nc1ccccn1)c1ccc(C)cc1 (stereo not given)	-1	-4	2	4	7	3	-3	5	-2
O=S(=O)(Cc1ccc(Cl)cc1)c1ccccc1-c1nnc(-c2ccc(Cl)cc2)o1	2	3	-2	6	-1	2	3	-3	-4
COc1cccc(CNn2c(-c3cccc(C)c3)nc3ccccc3c2=O)c1	2	1	3	2	2	-7	-2	7	2
Cc1ccc(-n2nc(C)c(NS(=O)(=O)c3ccccc3)c2C)cc1C	0	0	2	1	3	3	3	19	0
CCn1cc(S(=O)(=O)NCc2ccc3c(c2)OCO3)cn1	0	3	-8	1	7	6	4	-3	-3
COc1ccc(/C=C/C(O)=C2/C(=O)N(C)C3(C)CC2c2ccccc2O3)cc1 (stereo not given)	0	-1	-2	-6	1	3	5	5	0
CCC(C)(C)n1nnnc1C(c1cccnc1)N1CCCc2ccccc21 (stereo not given)	0	-3	0	7	4	2	-1	-2	-1
COc1ccc(CC(=O)NC(CC(=O)O)c2ccc(OC)cc2)cc1 (stereo not given)	-1	1	2	-9	2	10	4	-2	-1
CC(C)(C)OC(=O)C[C@@H]1C/C=C\C[C@@H](CC(=O)N[C@H](CO)Cc2ccccc2)C(=O)NC[C@H](c2ccccc2)OC1=O	.	.	3	1	4	.	.	-1	-2
CC(C)N1C(=S)SC(C)(C)C1NO (stereo not given)	2	1	2	2	4	-3	1	4	3
CCOC(=O)c1c(-c2ccc(C)cc2C)csc1NC(=O)CSc1nnnn1C	-12	-6	12	5	-5	18	-8	23	-8
COC(=O)c1cccc(NC(=O)Cn2nnc3ccccc32)c1	2	-4	-3	-1	-1	6	2	1	-7
O=C(CC1C(=O)NCCN1C/C=C/c1ccccc1)NCCc1cccnc1 (stereo not given)	-3	0	0	1	4	-11	1	7	-7
O=C(c1ccc2c(c1)OCO2)C1CCCN(C(=O)NCc2ccccc2)C1 (stereo not given)	1	-2	-3	6	-1	8	-1	1	0
Cc1cc(C)nc(SCc2cc(=O)c(OC(=O)c3cc([N+](=O)[O-])ccc3Cl)co2)n1	3	2	10	-1	2	-1	11	1	0
C=CCNC(=O)COC(=O)c1c2c(nc3ccccc13)CCC2	1	1	2	14	0	8	5	24	1
CCO[C@H]1OC(C(=O)N2CCOCC2)=C[C@@H](c2ccccc2)[C@@H]1CCCO	4	0	6	4	0	4	2	-7	-3
CC(Oc1ccc(S(=O)(=O)N2CCCC2)cc1[N+](=O)[O-])C(=O)N(C)c1ccccc1 (stereo not given)	5	-1	2	-4	7	-4	5	1	0
C=CCn1c(SCc2nc3scc(-c4ccccc4)c3c(=O)[nH]2)nnc1-c1ccccc1F	5	-1	-6	-3	-5	-3	-4	5	-8
COc1ccccc1OCC(=O)N/N=C/C=C/c1ccc([N+](=O)[O-])o1	4	-5	3	7	4	18	-2	16	-5
NC(=O)CC(NC(=O)Cc1ccc(Cl)cc1)c1ccc(NCCOc2ccccc2)c([N+](=O)[O-])c1 (stereo not given)	-7	-4	3	4	18	21	-3	1	4
Cc1oc2cc(OC(=O)c3ccco3)ccc2c(=O)c1-c1nc2ccccc2n1C	-1	-2	14	-6	1	1	-1	-3	1
Cc1c(C(=O)Oc2cccc3cccnc23)oc2ccccc12	0	2	8	0	4	25	2	5	-2
O=[N+]([O-])c1cc(C(F)(F)F)ccc1NN=C1CCCC1	-1	1	13	4	8	-3	4	1	-1
CCOc1ccccc1NC(=O)c1cccc(NC(=O)CC(c2ccccc2)c2ccccc2)c1	-56	-28	-31	-43	-24	-9	-64	-36	1
O=C(Nc1cccnc1)c1ccc(COc2ccccc2Br)o1	3	-4	10	1	3	1	-5	-9	-1
COc1ccccc1N1CC(C(=O)NCC2COc3ccccc3O2)CC1=O (stereo not given)	.	.	12	-3	6	.	.	2	-1
Cc1cc(=O)n2nc(N3CCC(C(=O)NCc4ccc(Cl)cc4)CC3)sc2n1	4	-6	5	11	-5	2	-1	5	-4
COc1cccc(CNCCO)c1OCc1ccccc1Cl	0	-4	2	12	1	2	2	0	3
COc1cc(SC)ccc1C(=O)OCC(=O)NCCC1=CCCCC1	4	2	-1	23	1	-8	0	11	-7
Oc1ccc(/C=N/n2c(COc3ccccc3)n[nH]c2=S)cc1O	-6	-2	11	-5	3	26	4	14	-2
CN(CCc1ccccn1)C1CC(=O)N(c2ccc(Cl)cc2)C1=O (stereo not given)	1	0	11	1	0	-5	1	1	4
CCOc1ccccc1CN1C(=O)NC2(CCCCCC2)C1=O	12	0	3	7	3	-4	0	0	0
Cc1cc(C)nc(SCc2ccc(C(=O)N/N=C3\CC(C)CC(C)(C)C3)cc2)n1 (stereo not given)	-12	-6	4	2	2	-1	-17	8	-4
CCc1ccc(-c2cc(C)no2)cc1S(=O)(=O)N1CCN(c2ccccn2)CC1	4	-4	6	6	1	-1	5	-2	4
O=C1CC(SC(=Nc2ccccc2)Nc2ccccc2)C(=O)N1c1cccc(Cl)c1 (stereo not given)	-41	-26	0	-28	-4	-12	-33	3	1
Cc1ccc(NC(=S)c2ccccc2)cc1	-8	-1	10	1	3	0	-1	0	-5
CC(NCCOCCOc1ccccc1)c1ccccc1 (stereo not given)	1	0	13	-3	3	-2	-5	2	0
COc1ccc(-c2nc(CS(=O)CC(=O)NCc3ccc4c(c3)OCO4)c(C)o2)cc1 (stereo not given)	-5	0	4	-5	8	12	5	4	4
CN(C(=O)CC1C(=O)NCCN1CC1CCCCC1)C1CCOCC1 (stereo not given)	0	0	-3	-2	2	4	1	-6	-8
COc1cccc(NC(=O)Nc2cccs2)c1	18	-1	-1	-11	1	12	3	9	10
CCC(=O)NC(=S)Nc1ccc(NC(=O)c2ccc([N+](=O)[O-])cc2Cl)cc1	6	-1	1	-7	-2	-19	10	2	-2
COc1ccc(CCCc2nnc(SCC(=O)Nc3cccc(C)c3)o2)cc1	3	0	3	2	8	3	5	2	2
CC(C)CC(NC(=O)C1CCC(C)CC1)C(=O)Nc1ccc2c(c1)OCCO2 (stereo not given)	-6	0	4	-8	4	3	0	-1	-6
CC(=O)N1CCN(Cc2nc3cc(NC(=O)c4cccc(Br)c4)ccc3n2C)CC1	3	-2	9	9	4	3	-5	5	-2
COc1ccc(CCNC(=O)C(=O)NCC2CCCN2S(=O)(=O)c2ccccc2)cc1OC (stereo not given)	-3	-3	6	0	2	6	-11	-6	-3
CCCCN(C(=O)c1cccc(-n2cnnn2)c1)c1c(N)n(CC(C)C)c(=O)[nH]c1=O	4	1	-8	4	0	.	0	5	1
CC(C)CC(NC(N)=O)C(=O)Nc1cccc([N+](=O)[O-])c1 (stereo not given)	3	1	-9	-4	7	-2	3	2	-2
COc1ccc(/C=N/N(C)c2cc(=O)n(C)c(=O)[nH]2)cc1OC	3	-7	7	0	-3	5	1	-2	-3
CCCC(=O)Nc1nnc(/C=C/c2ccc(OC)cc2)s1	-5	-1	-1	1	4	-5	-3	2	1
O=C(CSc1nnc(Cc2ccccc2)o1)N1CCCC1	-2	-2	-1	-2	-2	5	-6	2	-2
CCOC(=O)N1CCC(NC(=O)c2cnn3cccnc23)CC1	-8	-3	-6	4	6	4	-8	-3	-5
CC(O)CCc1ccc(O)cc1 (stereo not given)	3	4	-1	7	2	-4	3	6	-1
